High-throughput results from PubChem BioAssay.
EPAC2 antag: antagonists of human EPAC2; EPAC2 GEF exchange of Rap1B-BODIPY-GDP, fluorescence; 0.18% of 360,000 active; Potency, µM (series often up to 114 µM), for inactives: at the top dose activity, negative = inhibition, most hits filed as inhibitors; further: on the % scale 0 is the no-effect control and ±100 the full control effect; nearly all actives have a fitted effect of over 45% in size; many of its hits are not listed in these tables
Target sequence (Q8WZA2 whole entry, looked up): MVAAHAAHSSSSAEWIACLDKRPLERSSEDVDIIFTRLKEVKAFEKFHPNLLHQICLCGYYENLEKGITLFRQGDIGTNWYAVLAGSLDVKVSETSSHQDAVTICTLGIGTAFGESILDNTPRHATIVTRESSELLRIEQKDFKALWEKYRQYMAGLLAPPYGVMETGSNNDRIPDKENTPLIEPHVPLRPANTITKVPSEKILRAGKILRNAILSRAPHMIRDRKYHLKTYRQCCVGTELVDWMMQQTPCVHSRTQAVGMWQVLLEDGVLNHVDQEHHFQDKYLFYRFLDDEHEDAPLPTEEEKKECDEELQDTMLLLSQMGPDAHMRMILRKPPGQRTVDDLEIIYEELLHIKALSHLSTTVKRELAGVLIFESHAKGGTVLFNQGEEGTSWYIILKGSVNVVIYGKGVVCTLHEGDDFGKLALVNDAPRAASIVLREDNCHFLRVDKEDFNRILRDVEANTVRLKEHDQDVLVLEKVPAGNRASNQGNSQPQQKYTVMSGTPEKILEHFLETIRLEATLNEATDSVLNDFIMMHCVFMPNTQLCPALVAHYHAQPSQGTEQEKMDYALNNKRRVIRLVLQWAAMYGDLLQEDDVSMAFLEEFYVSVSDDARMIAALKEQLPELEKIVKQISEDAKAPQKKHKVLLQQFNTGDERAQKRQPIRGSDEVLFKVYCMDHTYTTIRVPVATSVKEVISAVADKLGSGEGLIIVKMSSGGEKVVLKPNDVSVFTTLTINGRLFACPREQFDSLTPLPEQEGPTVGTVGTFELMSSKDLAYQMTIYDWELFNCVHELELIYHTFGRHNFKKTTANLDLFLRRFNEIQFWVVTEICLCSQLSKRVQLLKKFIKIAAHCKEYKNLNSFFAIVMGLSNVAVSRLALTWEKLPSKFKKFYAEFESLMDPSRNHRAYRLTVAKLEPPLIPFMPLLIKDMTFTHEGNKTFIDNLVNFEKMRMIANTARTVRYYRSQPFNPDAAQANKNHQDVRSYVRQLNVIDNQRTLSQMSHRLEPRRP
TGFb inhibitor: blocks TGF-b signaling; 1.2% of 410,000 active; HepG2 CAGA-GFP TGF-b/SMAD3 reporter, GFP fluorescence, 18 h; TGF-beta stimulated, 500 pg/mL final; Potency, µM (series often up to 46.1 µM), for the others: top-dose activity, negative = inhibition, hits mostly inhibitors; further: on the % scale 0 is the no-effect control and ±100 the full control effect; nearly all actives have a fitted effect of over 65% in size
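First, reporter cells (HEPG2 CAGA-GFP) rested 2 h at 37 degrees C. Next, compounds were pinned in and TGF-beta added to 500 pg/mL final. After 18 h, GFP was imaged per cell and summed per well.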
ATXN2 expr inh: inhibitors of ATXN2 expression; AID 1745845; HEK-293 ATXN2-luciferase reporter, luminescence, 24 h; Potency, µM (highest dose often 57 µM), for inactives: top-dose activity change, negative = inhibition, hits mostly inhibitors; 0.72% of 360,000 active; further: on the % scale 0 is the no-effect control and ±100 the full control effect; nearly all actives have a fitted effect of over 55% in size
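qHTS (up to 57 uM final) was run with 24 h compound exposure of reporter cells at 37 °C. Each well was multiplexed: SteadyGlo luminescence measured ATXN2-luciferase expression after a fluorogenic Gly-Phe-AFC viability readout (25 uM final).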
S2 tox: cell viability loss in ATXN counter-screen; S2 cells (HEK-293 line with an ATXN2-luciferase reporter) viability, CellTiter-Fluor protease fluorescence, 24 h; Potency, µM (highest dose often 56.7 µM), most hits filed as cytotoxic; 0.49% of 400,000 active; further: nearly all actives have a fitted effect of over 40% in size
HepG2 tox: HepG2 cytotoxicity, counter-screen for TGF-b inhibitors; HepG2 CAGA-GFP viability, ATP luminescence, 18 h; Potency, µM (titrated, usually from 46.1 µM), for the others: top-dose activity change, negative = cytotoxicity, actives largely listed as cytotoxic; 0.76% of 410,000 active; further: some results filed as inactive show a strong effect at the top dose
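CellTiter-Glo luminescence gave cytotoxicity after 18 hours at 37 degrees C. The cells were HepG2 CAGA-GFP in 1% FBS DMEM, stimulated with 500 pg/mL TGF-beta after compound addition. %Activity was normalised to no-cell wells (complete cell-killing) and DMSO (no toxicity), and curves were fitted and classified.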
Nrf2 activator: activates Nrf2 signaling. AREc32 ARE-luciferase reporter (MCF7-derived line), luminescence, 24 h. Potency, µM (highest dose often 46.1 µM), for the others: at the highest dose activation, usual class: activators. 0.31% of 410,000 active; further: % of control where 0% means no effect; nearly all actives have a fitted effect of over 65% in size
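Luminescent ARE reporter assay in AREc32_Fluc cells: overnight plating at 37 deg C, 24 hr compound incubation, Steady-Glo added, 30 min RT before reading.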
MCF10A rerep: DNA re-replication induction in MCF 10a cells; MCF 10A DNA re-replication, Hoechst nuclear intensity, 48 h; Potency, µM (top dose mostly 46.1 µM), for the others: at the highest dose activity, positive = re-replication, usual class: activators; 2.9% of 350,000 active; AID 624296; further: % of control where 0% means no effect; nearly all actives have a fitted effect of over 50% in size
Nrf2 block: Nrf2 pathway inhibition. A549 ARE-Fluc reporter, luciferase luminescence, 18-24 h. Potency, µM (series often up to 46 µM), without a hit: at the highest dose activity change, negative = inhibition, hits mostly inhibitors. 2.1% of 360,000 active. AID 504444; further: on the % scale 0 is the no-effect control and ±100 the full control effect; nearly all actives have a fitted effect of over 60% in size
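A549 ARE_Fluc cells (5000/well, 5% FBS OPTI-MEM) pre-incubated 2 h, then treated with compounds 18-24 h at 37C/5% CO2 in concentration-response. CellTiter-Fluor viability read first; BugLite luciferase luminescence after 15 min at room temperature gives Nrf2 activity.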
A549 viability: A549 cytotoxicity, counter-screen for Nrf2 inhibitors; 0.16% of 390,000 active; Potency, µM (highest dose often 46 µM), for the others: top-dose activity change, negative = cytotoxicity, usual class: inhibitors; A549 ARE-Fluc cells, CellTiter-Fluor viability, 18-24 h; further: on the % scale 0 is the no-effect control and ±100 the full control effect
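A549 ARE_Fluc cells in 5% FBS OPTI-MEM were exposed to compounds in concentration-response for 18-24 h at 37 deg C. Viability was read by CellTiter-Fluor fluorescence (Ex 405/Em 525) after 30 min, before the luciferase read.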
An asterisk follows results filed as active; i = inactive; ? = inconclusive; . = no result given; [ ] = dose if it differs, or a comment. The call rests on the fitted dose curve; in most records, active means well fitted curve in the direction sought with a large enough effect; inconclusive means small, poorly fitted or top-dose-only effect, or another doubt; inactive means no such curve, though single readings can be large; an effect the other way counts as inactive or inconclusive. Potency means the concentration at half of the fitted maximal effect. These rows are one share of the data; rates above refer to the full screens.

Start of the data: the first 13 records (preview)
SMILES,MCF10A rerep,Nrf2 activator,Nrf2 block,EPAC2 antag,HepG2 tox,TGFb inhibitor,ATXN2 expr inh,S2 tox,A549 viability
COc1cc2c3nc4n(c(=O)c3n(CC(=O)NCC3CCCO3)c2cc1OC)CCS4 (configuration not stated),0%,-0.4%,-16%,-3%,-9%,-3%,1%,i,1%
COc1ccccc1[C@@H]1C(c2ccccc2)=NN(c2ccccc2)[C@H]1C(=O)N1CCOC1=O,?,3.6%,8%,1%,-13%,-10%,-3%,.,13%
Cc1ccc(-c2nnn(CC(=O)N(CC(=O)NC3CCCC3)c3cccc(F)c3)n2)o1,-8%,-0.2%,-11%,-2%,-2%,-2%,-14%,i,-5%
CC1(C)CC(=O)C2=C(C1)OC(N)=C(C#N)C2C1C=CCCC1 (configuration not stated),2%,-0.1%,.,12%,1%,?,-1%,i,-4%
Cc1ccc(S(=O)(=O)NCCCC(=O)N2CCC(C)CC2)cc1,-7%,-0.3%,1%,1%,12%,-14%,4%,i,0%
CN(C)C(=O)C(=O)c1cccn1-c1cccc(Cl)c1C#N,0%,-0.4%,4%,1%,-26%,-4%,.,i,-8%
O=C(NCc1ccco1)c1cccc2c1C(=O)N(C1CCCCC1)C2,1%,0.0%,-4%,7%,-4%,-2%,4%,i,-1%
Cn1ncc2c(NNC(=O)c3ccc(Cl)cc3Cl)ncnc21,0%,0.2%,-21%,12%,-6%,-12%,-2%,i,-3%
CCOC(=O)c1c(N)n(-c2cc(C)cc(C)c2)c2nc3ccccc3nc12,.,0.0%,7%,.,1%,-13%,7%,i,2%
CCCN(CCC(=O)Nc1ccccc1F)CC1CC1,1%,0.0%,?,-7%,16%,18%,7%,i,7%
Cc1cc(C)cc(OCCNC(=O)CCc2ccccc2)c1,-2%,-0.1%,-1%,-8%,-2%,19%,-11%,i,3%
CCCc1nnc(SCC(=O)N2CCCCC2C)n1CC (configuration not stated),-1%,-0.7%,-5%,-2%,-3%,20%,-4%,i,4%
CCN1CCCC1CN(Cc1cc2cc(C)cc(C)c2[nH]c1=O)C(=O)Nc1ccccc1OC (configuration not stated),-2%,3.5%,6%,1%,-33%,?,-3%,?,-8%

This part in full, from the start:
SMILES,MCF10A rerep,Nrf2 activator,Nrf2 block,EPAC2 antag,HepG2 tox,TGFb inhibitor,ATXN2 expr inh,S2 tox,A549 viability
COc1cc2c3nc4n(c(=O)c3n(CC(=O)NCC3CCCO3)c2cc1OC)CCS4 (configuration not stated),0%,-0.4%,-16%,-3%,-9%,-3%,1%,i,1%
COc1ccccc1[C@@H]1C(c2ccccc2)=NN(c2ccccc2)[C@H]1C(=O)N1CCOC1=O,?,3.6%,8%,1%,-13%,-10%,-3%,.,13%
Cc1ccc(-c2nnn(CC(=O)N(CC(=O)NC3CCCC3)c3cccc(F)c3)n2)o1,-8%,-0.2%,-11%,-2%,-2%,-2%,-14%,i,-5%
CC1(C)CC(=O)C2=C(C1)OC(N)=C(C#N)C2C1C=CCCC1 (configuration not stated),2%,-0.1%,.,12%,1%,?,-1%,i,-4%
Cc1ccc(S(=O)(=O)NCCCC(=O)N2CCC(C)CC2)cc1,-7%,-0.3%,1%,1%,12%,-14%,4%,i,0%
CN(C)C(=O)C(=O)c1cccn1-c1cccc(Cl)c1C#N,0%,-0.4%,4%,1%,-26%,-4%,.,i,-8%
O=C(NCc1ccco1)c1cccc2c1C(=O)N(C1CCCCC1)C2,1%,0.0%,-4%,7%,-4%,-2%,4%,i,-1%
Cn1ncc2c(NNC(=O)c3ccc(Cl)cc3Cl)ncnc21,0%,0.2%,-21%,12%,-6%,-12%,-2%,i,-3%
CCOC(=O)c1c(N)n(-c2cc(C)cc(C)c2)c2nc3ccccc3nc12,.,0.0%,7%,.,1%,-13%,7%,i,2%
CCCN(CCC(=O)Nc1ccccc1F)CC1CC1,1%,0.0%,?,-7%,16%,18%,7%,i,7%
Cc1cc(C)cc(OCCNC(=O)CCc2ccccc2)c1,-2%,-0.1%,-1%,-8%,-2%,19%,-11%,i,3%
CCCc1nnc(SCC(=O)N2CCCCC2C)n1CC (configuration not stated),-1%,-0.7%,-5%,-2%,-3%,20%,-4%,i,4%
CCN1CCCC1CN(Cc1cc2cc(C)cc(C)c2[nH]c1=O)C(=O)Nc1ccccc1OC (configuration not stated),-2%,3.5%,6%,1%,-33%,?,-3%,?,-8%
c1ccc(-c2ccccc2OCCN2CCCCC2)cc1,-3%,-0.3%,19%,8%,0%,-5%,-10%,?,-3%
NNC(=O)c1ccc2c(c1)S(=O)(=O)NNC2=O,-5%,-0.2%,20%,-1%,5%,0%,-9%,i,0%
CCOC(=O)c1cc(S(=O)(=O)N2CCN(c3ccccc3)CC2)[nH]n1,.,-0.1%,.,.,-12%,0%,-6%,i,-6%
COc1ccc(C(=O)CNc2ccccc2Br)cc1,0%,18%,?,1%,-10%,0%,8%,i,3%
O=c1cc(CN2CCN(c3ccccc3F)CC2)c2c(ccc3ccccc32)o1,.,-0.1%,.,1%,-34%,?,-12%,i,.
Cc1cccc(OCC(=O)Nc2ccc3c(c2)nc2n3CCOC2)c1,-2%,0.4%,3%,20%,2%,12%,7%,i,-1%
O=C(c1ccccc1)c1ccc2c(c1)OCCCO2,-2%,2.3%,?,-1%,6%,1%,62%[activator],i,-5%
CC(=O)c1cccc(Nc2c3c(nc4ccccc24)CCC3)c1,?,-0.1%,-14%,-5%,-28%,?,?,?,1%
CC(C)C(NC(=O)c1ccccc1NC(=O)c1ccccc1)C(=O)NNC(=O)c1ccncc1 (configuration not stated),3%,0.2%,1%,2%,0%,10%,10%,i,1%
COc1cc(C(=O)NC(=S)Nc2csc(-c3ccc(F)cc3)n2)cc(OC)c1OC,3%,-0.6%,21%,-5%,-4%,12%,.,i,6%
Cc1ccc(N2C(=O)C3C4C=CC(CC4)C3C2=O)cc1Br (configuration not stated),?,-0.5%,-3%,-2%,0%,-3%,1%,i,-3%
COc1ccc(-c2csc(NC(=O)c3ccc(S(=O)(=O)N4CCc5ccccc5C4)cc3)n2)cc1,?,0.9%,5.2µM*,9%,9%,6%,-4%,i,-11%
CCCCn1c(N)nc2ccccc21,22%,0.3%,-2%,2%,1%,9%,-6%,i,-4%
O=S1(=O)CCOC[C@H](Cc2ccccc2)N1Cc1cccc(C(F)(F)F)c1,9%,2.7%,-16%,?,-51%,-26%,-14%,i,0%
COC(=O)CC1Oc2ccccc2-n2cc(-c3ccc(F)cc3)nc21 (configuration not stated),.,0.5%,?,.,-18%,?,-23%,i,1%
O=C(CCN1C(=O)/C(=C/c2ccccc2F)SC1=S)NCCc1ccc(O)cc1,?,13%,?,4%,-9%,?,-33%,?,?
Cc1ccc(OCC(=O)Nc2ccc(NC(=O)c3ccco3)cc2)c(C)c1,?,3.6%,20%,7%,4%,0%,14%,i,0%

One compound at a time (already shown). Order of values: MCF10A rerep	Nrf2 activator	Nrf2 block	EPAC2 antag	HepG2 tox	TGFb inhibitor	ATXN2 expr inh	S2 tox	A549 viability
CCCN(CCC(=O)Nc1ccccc1F)CC1CC1 is listed as 1%	0.0%	?	-7%	16%	18%	7%	i	7%
CC1(C)CC(=O)C2=C(C1)OC(N)=C(C#N)C2C1C=CCCC1 (configuration not stated) is listed as 2%	-0.1%	.	12%	1%	?	-1%	i	-4%

(list continues)
SMILES,MCF10A rerep,Nrf2 activator,Nrf2 block,EPAC2 antag,HepG2 tox,TGFb inhibitor,ATXN2 expr inh,S2 tox,A549 viability
CS(=O)(=O)c1cnc(-c2ccccc2)nc1-c1ccccc1Cl,19%,14%,-14%,-9%,-2%,11%,-21%,i,1%
Cc1ccnc(NC(=O)c2cc3ccccc3oc2=O)c1,0%,15%,?,3%,-2%,-1%,55%[activator],i,-1%
CCCCNC(=O)c1ccc2c(c1)S(=O)(=O)c1ccccc1C2=O,8%,2.5%,-9%,-2%,-11%,2%,-7%,i,9%
COC(=O)Cc1c(C(=O)OC)nnn1-c1ccc(OC)cc1,1%,0.0%,-3%,5%,-11%,9%,-2%,i,0%
O=C1C2CC=CCC2C(=O)N1c1ncn[nH]1 (configuration not stated),-4%,-0.9%,6%,-1%,-1%,-29%,-2%,i,6%
COC(CN(C(=O)CCl)C(C(=O)NC1CCCCC1)c1ccc(Cl)cc1)OC (configuration not stated),12%,17%,2%,-2%,-26%,-25%,2%,?,-1%
OC(COc1ccccc1)CN1CCN(c2ncccn2)CC1 (configuration not stated),13%,-0.7%,19%,-3%,-9%,0%,-4%,i,-4%
O=C(NCCC1=CCCCC1)c1ccc2c(c1)N(Cc1ccc(Cl)cc1)C(=O)c1ccccc1S2=O (configuration not stated),.,0.5%,-1%,.,-23%,-3%,-2%,i,-3%
CCNc1nc(C23CC4CC(CC(C4)C2)C3)cs1,23µM*,2.7%,?,-19%,3%,-9%,-11%,i,14%
O=C(NCc1ccccc1)c1cc2nc(C3CC3)cc(C(F)(F)F)n2n1,9%,0.1%,?,1%,-5%,-1%,6%,i,2%
CC(OC(=O)c1cc2ccccc2[nH]1)C(=O)N(C)c1ccccc1 (configuration not stated),9%,2.8%,-3%,-5%,-28%,-17%,0%,i,-1%
CCCc1c(C(=O)N/N=C(\C)c2ccccc2O)nnn1-c1nonc1N,.,-0.9%,.,2%,14%,-14%,.,i,.
COc1ccc(C2/C(=C(/O)c3ccc(C)cc3)C(=O)C(=O)N2C)cc1 (configuration not stated),-4%,2.1%,-4%,2%,-9%,-8%,-3%,i,-4%
C=CCc1ccc(OCCCCNC(C)CC)c(OC)c1 (configuration not stated),0%,-0.1%,2%,-13%,-18%,-11%,-1%,i,0%
